# Assay outcomes as filed in PubChem BioAssay.
# TcdB GH inh: TcdB glycohydrolase inhibitors, primary screen, biochemical, single point, plate reader; TcdB glycohydrolase enzymatic assay; inhibition, % at 9.99 µM; 350,000 compounds, 0.24% hits; in the data active = inhibition above about 10%
# The depositor's hits bear a star. An excerpt; rates above refer to the full screens.
SMILES,TcdB GH inh
CO[C@H]1CN(C)C(=O)c2ccc(NC(=O)Cc3ccccc3)cc2OC[C@H](C)N(C)C[C@H]1C,-0.7
COCC(=O)Nc1ccc2c(c1)C(=O)N(C)[C@@H]1CC[C@@H](CC(=O)NCc3ccccc3F)O[C@@H]1CO2,-1.3
C[C@H](CO)N1C[C@H](C)[C@@H](CN(C)Cc2cccnc2)Oc2cc(/C=C/c3ccccc3)ccc2S1(=O)=O,-3.6
Cc1ccc(-c2ccc3c(c2)O[C@H](CN(C)C(=O)Nc2ccc(C(F)(F)F)cc2)[C@H](C)CN([C@@H](C)CO)S3(=O)=O)cc1,0.1
O=C(NCC[C@@H]1CC[C@@H](NS(=O)(=O)c2ccccc2)[C@H](CO)O1)c1ccc2c(c1)OCO2,-1.1
COCC(=O)N1CC(=O)N2[C@H](CO)[C@H](c3ccc(C#CC4CCCCC4)cc3)[C@H]2C1,1.1
COc1cccc(CN2[C@H](CO)[C@@H](c3ccccc3)C23CN(C(=O)C2CCCCC2)C3)c1,1.6
Cc1noc(C)c1NC(=O)Nc1cccc2c1O[C@@H](CN(C)C(=O)Nc1c(C)noc1C)[C@@H](C)CN([C@@H](C)CO)C2=O,0.3
CO[C@@H]1CN(C)C(=O)c2ccc(NC(=O)c3ccccc3F)cc2OC[C@@H](C)N(CC2CC2)C[C@H]1C,-1.4
CN(C)C(=O)[C@H]1[C@H](CO)[C@H]2Cn3c(cccc3=O)[C@@H]1N2CC1CCCCC1,-1.2
C[C@@H]1CN([C@@H](C)CO)C(=O)c2cccc(NC(=O)c3ccc(-c4nccs4)cc3)c2O[C@H]1CN(C)CC1CCCCC1,-11
CCCC(=O)Nc1ccc2c(c1)C(=O)N(C)C[C@H](OC)[C@@H](C)CN(CCC)[C@H](C)CO2,0.2
C[C@@H]1CCCCO[C@@H](CN(C)Cc2ccc3c(c2)OCO3)[C@H](C)CN([C@@H](C)CO)C(=O)c2cc(NC(=O)Nc3ccc(F)cc3)ccc2O1,0.5
CN1C(=O)c2cc(NC(=O)NCc3ccccc3)ccc2OC[C@H]2O[C@@H](CC(=O)NCC3CCCCC3)CC[C@@H]21,-4.6
C[C@H]1CN([C@@H](C)CO)C(=O)c2cc(NS(=O)(=O)c3ccc(Cl)cc3)ccc2O[C@H]1CN(C)Cc1ccc(Cl)c(Cl)c1,-1.0
C[C@@H]1CN([C@H](C)CO)C(=O)c2cc(-c3cccnc3)cnc2O[C@H]1CN(C)C(=O)Cc1cccnc1,-1.0
O=C(C[C@H]1C=C[C@@H](NC(=O)Nc2cccc(F)c2)[C@H](CO)O1)NCC1CCCCC1,0.2
CC(C)NC(=O)N1[C@H](CO)[C@H](c2ccccc2)C12CN(C(=O)CN(C)C)C2,-0.6
CN(C)C(=O)c1cccc(-c2ccc([C@@H]3[C@H](C#N)N(C(=O)C4CCC4)[C@H]3CO)cc2)c1,0.3
C/C=C/c1cnc2c(c1)C(=O)N([C@H](C)CO)C[C@@H](C)[C@H](CN(C)C(=O)c1cccc(F)c1)O2,-0.5

# The closing 4 compounds of the part above come first, to join the parts.
SMILES,TcdB GH inh
O=C(C[C@H]1C=C[C@@H](NC(=O)Nc2cccc(F)c2)[C@H](CO)O1)NCC1CCCCC1,0.2
CC(C)NC(=O)N1[C@H](CO)[C@H](c2ccccc2)C12CN(C(=O)CN(C)C)C2,-0.6
CN(C)C(=O)c1cccc(-c2ccc([C@@H]3[C@H](C#N)N(C(=O)C4CCC4)[C@H]3CO)cc2)c1,0.3
C/C=C/c1cnc2c(c1)C(=O)N([C@H](C)CO)C[C@@H](C)[C@H](CN(C)C(=O)c1cccc(F)c1)O2,-0.5
C[C@H](CO)N1C[C@H](C)[C@@H](CN(C)C(=O)Nc2ccccc2)OCCCC[C@H](C)Oc2ccc(NC(=O)Nc3ccc4c(c3)OCO4)cc2C1=O,-0.7
C[C@H]1CN([C@@H](C)CO)C(=O)c2cc(C3=CCCC3)cnc2O[C@@H]1CN(C)Cc1cccnc1,0.7
COc1cccc(C#Cc2ccc([C@H]3[C@@H](C#N)N(C(=O)C4CC4)[C@@H]3CO)cc2)c1,-1.8
C[C@@H]1CN([C@H](C)CO)C(=O)c2cccc(NS(=O)(=O)c3cccs3)c2O[C@H]1CN(C)C(=O)Nc1cccc2ccccc12,0.0
C[C@@H]1CN([C@@H](C)CO)S(=O)(=O)c2ccc(-c3cncnc3)cc2O[C@@H]1CN(C)C(=O)CC1CC1,0.6
COc1cccc(S(=O)(=O)N[C@@H]2C=C[C@H](CC(=O)NCc3ccncc3)O[C@H]2CO)c1,0.0
C[C@@H]1CCCCO[C@@H](CN(C)C(=O)Nc2cccc3ccccc23)[C@H](C)CN([C@@H](C)CO)C(=O)c2cc(NC(=O)NC3CCCCC3)ccc2O1,-0.7
CCC(=O)Nc1ccc2c(c1)C(=O)N(C)[C@H]1CC[C@@H](CC(=O)NCc3ccccc3)O[C@@H]1CO2,-0.6
COc1ccccc1-c1cn(CC[C@H]2CC[C@H](NC(=O)c3cnccn3)[C@@H](CO)O2)nn1,0.4
CO[C@@H]1CN(C)C(=O)c2cc(NC(=O)C3CCOCC3)ccc2OC[C@H](C)N(C)C[C@@H]1C,1.0
CC(=O)N(C)C[C@H]1Oc2ncc(-c3cccc(F)c3)cc2C(=O)N([C@H](C)CO)C[C@H]1C,-0.3
COc1ccc(S(=O)(=O)N2C[C@H](O)COC[C@@H]3O[C@H](CC(=O)N[C@@H]4CCN(Cc5ccccc5)C4)CC[C@H]32)cc1,0.1
COc1ccc(C#Cc2ccc([C@H]3[C@@H](CO)N4CCCCN(C(=O)Nc5ccc(F)cc5)C[C@@H]34)cc2)cc1,0.3
CCCN(C)C[C@H]1Oc2cc(C#CC(C)(C)O)ccc2S(=O)(=O)N([C@H](C)CO)C[C@H]1C,0.8
C[C@H]1CN([C@@H](C)CO)C(=O)c2cccc(NC(=O)c3nc4ccccc4s3)c2O[C@H]1CN(C)Cc1ccccc1,-0.7
COc1ccc2c3c([nH]c2c1)[C@H](CO)N(C(=O)NC(C)C)CC31CCN(C(=O)c2ccccn2)CC1,0.4
O=C(C[C@H]1CC[C@H](NC(=O)Nc2ccc3c(c2)OCO3)[C@H](CO)O1)NCc1ccc(F)cc1,-0.1
COc1ccc(C(=O)N2C[C@H]3[C@@H](c4ccccc42)[C@H](CO)N3Cc2ccccc2Cl)cc1,-1.3
Cc1noc(C)c1NC(=O)N[C@H]1CC[C@H](CC(=O)N2CCN(C)CC2)O[C@H]1CO,-0.4
C[C@@H]1CN([C@H](C)CO)S(=O)(=O)c2ccc(-c3ccccc3F)cc2O[C@H]1CN(C)C,-1.6

# The final three compounds of the section above come first, to join the parts:
SMILES,TcdB GH inh
COc1ccc(C(=O)N2C[C@H]3[C@@H](c4ccccc42)[C@H](CO)N3Cc2ccccc2Cl)cc1,-1.3
Cc1noc(C)c1NC(=O)N[C@H]1CC[C@H](CC(=O)N2CCN(C)CC2)O[C@H]1CO,-0.4
C[C@@H]1CN([C@H](C)CO)S(=O)(=O)c2ccc(-c3ccccc3F)cc2O[C@H]1CN(C)C,-1.6
O=C(C[C@H]1C=C[C@@H](NC(=O)c2cccnc2)[C@@H](CO)O1)NCc1ccc(Cl)c(Cl)c1,-0.3
C[C@H](CO)N1C[C@H](C)[C@H](CN(C)S(C)(=O)=O)Oc2c(NC(=O)c3ccncc3)cccc2C1=O,0.6
CCCC(=O)Nc1ccc2c(c1)OC[C@@H](C)N(Cc1ccccn1)C[C@H](C)[C@@H](OC)CN(C)C2=O,-11
CC(=O)N1[C@@H]2CN(S(=O)(=O)c3ccccc3F)c3ccccc3[C@@H]2[C@@H]1CO,-4.8
COc1ccc2c3c(n(C)c2c1)[C@H](CO)N(C(=O)CC1CC1)CC31CCN(C(=O)C2CCCC2)CC1,0.8
CN(C)CC#Cc1ccc([C@@H]2[C@H](CO)N3C(=O)CN(C(=O)Cc4cccnc4)C[C@@H]23)cc1,0.9
CC(C)NC(=O)N(C)C[C@H]1Oc2ccc(NC(=O)Nc3ccc(F)cc3)cc2CC(=O)N([C@@H](C)CO)C[C@H]1C,0.5
C[C@@H](NC(=O)C[C@H]1C[C@H]2c3cc(NS(=O)(=O)c4ccc(F)cc4)ccc3O[C@H]2[C@@H](CO)O1)c1ccccc1,-2.3
COc1ccc(S(=O)(=O)Nc2ccc3c(c2)C(=O)N([C@H](C)CO)C[C@H](C)[C@H](CN(C)C(=O)Nc2c(C)noc2C)O3)cc1,0.5
O=C(C[C@H]1C[C@@H]2c3cc(NC(=O)c4ccc5c(c4)OCO5)ccc3O[C@@H]2[C@@H](CO)O1)NCC(F)(F)F,1.7
COc1ccc(-c2ccc([C@H]3[C@@H](C#N)N(C(=O)NC4CCCCC4)[C@H]3CO)cc2)cc1,-1.1
C[C@@H]1CN([C@@H](C)CO)S(=O)(=O)c2ccc(C#CCC3CCCC3)cc2O[C@@H]1CN(C)C(=O)CC1CC1,-0.6
COc1ccc(NC(=O)Nc2ccc3c(c2)C(=O)N([C@@H](C)CO)C[C@@H](C)[C@@H](CN(C)Cc2ccc(Cl)c(Cl)c2)O3)cc1,-0.9
Cc1ccccc1S(=O)(=O)N1[C@@H](C#N)[C@@H](c2ccc(C#CC3CCCCC3)cc2)[C@@H]1CO,-1.2
O=C1CN(S(=O)(=O)c2ccccc2)C[C@@H]2[C@@H](c3ccc(C#Cc4ccccc4)cc3)[C@H](CO)N12,0.3
COC(=O)[C@@H]1[C@@H](CO)[C@@H]2Cn3c(ccc(-c4ccc(F)cc4)c3=O)[C@@H]2N1C(=O)C1CC1,-0.6
CNC[C@H]1Oc2ncc(C#Cc3ccccc3F)cc2C(=O)N([C@@H](C)CO)C[C@H]1C,0.7
Cc1ccc(-c2ccc3c(c2)O[C@@H](CN(C)C(=O)Nc2ccc(F)cc2)[C@H](C)CN([C@@H](C)CO)S3(=O)=O)cc1,0.8
COc1ccc(CN(C)C[C@@H]2Oc3ccc(NC(=O)CCN4CCOCC4)cc3CC(=O)N([C@H](C)CO)C[C@H]2C)cc1,2.9
CCCNC(=O)N1C[C@H]2[C@@H](c3ccccc31)[C@@H](CO)N2C(=O)Nc1ccccc1,-0.5
COc1ccc2c3c(n(C)c2c1)[C@@H](CO)N(C(=O)c1ccncc1)CC31CCN(CC2CC2)CC1,-0.1
Cc1ccc(-c2cnc3c(c2)C(=O)N([C@@H](C)CO)C[C@H](C)[C@H](CN(C)C(=O)Cc2cccnc2)O3)cc1,-3.9
C[C@H]1CN([C@@H](C)CO)S(=O)(=O)c2ccc(C#Cc3ccncc3)cc2O[C@@H]1CN(C)C(=O)C1CCOCC1,0.2
CC(C)CC#Cc1ccc([C@H]2[C@@H](CO)N3C(=O)CN(C(=O)Nc4ccc(F)cc4)C[C@H]23)cc1,-0.4
Cn1cnc(CCNC(=O)C[C@H]2CC[C@@H]3[C@H](COC[C@@H](O)CN3C(=O)Nc3ccc(Cl)cc3)O2)c1,0.4
COc1cccc(NC(=O)N2CC(=O)N3[C@H](CO)[C@@H](c4ccc(Br)cc4)[C@@H]3C2)c1,1.5
CN1C(=O)c2cc(NC(=O)c3ccc(F)cc3)ccc2OC[C@H]2O[C@H](CC(=O)N3CCOCC3)CC[C@H]21,1.3
C[C@@H]1CN([C@@H](C)CO)C(=O)Cc2cc(NS(=O)(=O)c3cccs3)ccc2O[C@H]1CN(C)Cc1ccc(Cl)c(Cl)c1,1.9
COc1ccc2c3c(n(C)c2c1)[C@@H](CO)N(Cc1ccccc1)CC31CN(C(=O)c2ccccc2F)C1,0.3
C[C@@H]1CN([C@H](C)CO)C(=O)c2cccc(NC(=O)C3CC3)c2O[C@H]1CN(C)Cc1ccc(Cl)c(Cl)c1,1.6
C[C@@H]1CN([C@H](C)CO)C(=O)c2cc(-c3cccnc3)cnc2O[C@H]1CN(C)C(=O)NC1CCCC1,-0.7
C[C@H]1CN([C@@H](C)CO)C(=O)c2cc(NS(=O)(=O)c3cccs3)ccc2O[C@@H]1CN(C)Cc1ccc(C(=O)O)cc1,-0.8
CO[C@@H]1CN(C)C(=O)c2cc(NC(=O)c3cnccn3)ccc2OC[C@H](C)N(CC2CC2)C[C@@H]1C,0.5
O=C(NCC[C@@H]1CC[C@H](NS(=O)(=O)c2cccc(F)c2)[C@H](CO)O1)C1CCCCC1,0.6
C[C@@H]1CN([C@H](C)CO)C(=O)c2cc(NC(=O)NC3CCCCC3)ccc2O[C@@H](C)CCCCO[C@H]1CN(C)C(=O)Nc1ccccc1,0.7
CCC(=O)N1[C@H](CO)[C@H](c2ccc(-c3ccc(F)cc3)cc2)C12CN(C(C)=O)C2,0.3
Cc1ccc(S(=O)(=O)N(C)C[C@H]2Oc3c(NC(=O)c4nc5ccccc5s4)cccc3C(=O)N([C@@H](C)CO)C[C@@H]2C)cc1,-0.3
CCC(=O)N(C)C[C@@H]1Oc2cc(C#CCC(C)C)ccc2S(=O)(=O)N([C@@H](C)CO)C[C@@H]1C,0.5
C[C@@H]1CN([C@H](C)CO)C(=O)c2cc(C#Cc3cccc(F)c3)cnc2O[C@@H]1CN(C)C(=O)C1CC1,0.4
C[C@@H]1CCCCO[C@@H](CN(C)S(=O)(=O)c2cccs2)[C@@H](C)CN([C@@H](C)CO)C(=O)c2cc(NC(=O)Nc3ccccc3)ccc2O1,0.3
CCCC(O)C#Cc1cnc2c(c1)C(=O)N([C@H](C)CO)C[C@H](C)[C@H](CN(C)S(=O)(=O)c1ccccc1)O2 (stereo partly specified),0.4
Cc1noc(C)c1NC(=O)Nc1ccc2c(c1)C(=O)N([C@@H](C)CO)C[C@H](C)[C@@H](CN(C)Cc1ccc(C(=O)Nc3ccccc3N)cc1)O2,1.1
